Screening data as filed in PubChem.
MsrA inhibitor: inhibitors of bovine MsrA | purified bovine MsrA, absorbance read-out | inhibition, % at 15.5 µM | 360,000 tested, 0.75% active; in the data active = inhibition above about 4.5%;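 also: 0% = vehicle wells with enzyme and 100% = reference inhibitor wells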
SKN-1 block: blocks SKN-1 activity in C. elegans; C. elegans VP596 Pgst-4::GFP/RFP ratio, acrylamide-induced, 24 h; 360,000 tested, 0.49% active; inhibition, % at 21.8 µM; AID 624304;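 active = interference check ratio from 0.5 to 1.5 plus GFP to RFP signal ratio inhibition reaching or exceeding a fixed threshold, cut at about 30% in these data, passing the limit was not always enough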; also: some compounds called inactive have numbers as strong as hits
Tb MetRS inh: blocks T. brucei methionyl-tRNA synthetase activity | purified T. brucei MetRS, ATP depletion, Kinase-Glo luminescence | inhibition, % at 11.9 µM | AID 624268 | 360,000 tested, 0.4% active;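 active = inhibition above a per-plate cutoff of the control wells' mean inhibition plus 3 SD, cut at about 5.5% in these data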;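 also: 0% = DMSO wells median and 100% = median of wells with control inhibitor compound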
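Dosing: 11.9 µM single point; system: parasite MetRS enzyme; technique: luminescence of leftover ATP; times: 15 min enzyme-compound preincubation, 2 h reaction, 10 min detection, 25 °C; replicates: each compound tested once; read-out basis: percent inhibition relative to median high and low control wells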
MsrA act: bovine methionine sulfoxide reductase A activation; purified bovine MsrA, absorbance read-out; activation, % at 10.6 µM; 360,000 tested, 0.3% active; AID 602163; in the data active = activation above about 7.5%;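 also: 0% = vehicle and 100% = reference activator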
FAS TE block: blocks the thioesterase domain of human fatty acid synthase; recombinant FAS-TE, OMFH fluorogenic substrate, fluorescence endpoint; inhibition, % at 15 µM; 360,000 tested, 0.67% active;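 active = compounds whose normalised, plate-corrected inhibition of enzyme fluorescence in the single-dose primary screen is 50% or more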;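 also: 0% = DMSO with enzyme and 100% = substrate without enzyme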
PABP1 MLLE inh: blocks PAM2 peptide binding to the PABP1 MLLE domain | P11940 | GST-MLLE / FITC-PAM2 fluorescence polarization | inhibition, % at 20 µM | 360,000 tested, 0.36% active | AID 588489; in the data active = inhibition above about 35%, passing the limit was not always enough;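 also: plate controls were DMSO wells with GST-MLLE for no effect and wells lacking GST-MLLE protein for full effect; some results filed as inactive read as strong as hits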
NRP1-CendR mod: modulators of CendR peptide binding to human neuropilin-1; FAM-RPARPAR peptide binding to NRP-1, fluorescence polarization; inhibition, % at 25 µM; 360,000 tested, 0.85% active; AID 602438;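 active = inhibition or corrected inhibition above about 18%, plus a signal ratio from 0.5 to 1.5, limit read from the data, passing the limit was not always enough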; also: strong numbers were not always called active
eLon inh: inhibitors of E. coli Lon protease. P0A9M0. purified E. coli Lon protease, fluorescence polarization. inhibition, % at 7.94 µM. 360,000 tested, 0.42% active. AID 602123; in the data active = inhibition above about 13%, passing the limit was not always enough;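 also: 0% = enzyme with probe and DMSO and 100% = no enzyme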
Target sequence (P0A9M0 whole entry, looked up): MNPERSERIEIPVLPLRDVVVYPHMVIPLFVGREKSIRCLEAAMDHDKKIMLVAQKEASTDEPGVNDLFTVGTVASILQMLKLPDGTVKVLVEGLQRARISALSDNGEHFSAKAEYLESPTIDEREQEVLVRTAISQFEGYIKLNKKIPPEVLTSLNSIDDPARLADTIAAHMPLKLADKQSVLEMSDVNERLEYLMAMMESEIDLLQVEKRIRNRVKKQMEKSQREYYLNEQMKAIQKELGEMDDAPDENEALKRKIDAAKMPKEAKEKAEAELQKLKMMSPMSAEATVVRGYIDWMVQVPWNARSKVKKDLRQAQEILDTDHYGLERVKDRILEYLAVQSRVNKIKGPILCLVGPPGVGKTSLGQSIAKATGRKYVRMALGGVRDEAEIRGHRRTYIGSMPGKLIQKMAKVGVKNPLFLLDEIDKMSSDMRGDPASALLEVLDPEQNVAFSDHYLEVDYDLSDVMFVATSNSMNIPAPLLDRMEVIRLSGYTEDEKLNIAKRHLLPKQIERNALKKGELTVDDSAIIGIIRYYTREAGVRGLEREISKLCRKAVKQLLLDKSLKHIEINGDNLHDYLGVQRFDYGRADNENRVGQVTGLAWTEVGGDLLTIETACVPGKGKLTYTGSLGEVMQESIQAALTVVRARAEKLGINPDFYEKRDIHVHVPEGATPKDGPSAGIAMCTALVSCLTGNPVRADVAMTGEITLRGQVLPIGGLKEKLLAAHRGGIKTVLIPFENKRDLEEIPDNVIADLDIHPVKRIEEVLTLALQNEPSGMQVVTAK
MT1-MMP act inh: blocks activation of human MT1-MMP; AID 651647; GFP/RFP ratio change, % at 20 µM; 360,000 tested, 0.061% active; P50281; HT1080 RFP-PRO-GFP cells, GFP/RFP ratio fluorescence, overnight; percent of plate control window, DMSO zero;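 active = GFP/RFP ratio change of at least 30% with cell ATP level not reduced by more than half and red fluorescence within 50% of control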; also: strong numbers were not always called active
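Read-out: GFP/RFP fluorescence ratio; Test system: RFP-PRO-GFP reporter HT1080 cells; Compound dosing: single-point 20 µM compound, 1% DMSO; Times: overnight compound exposure at 37 °C.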
* marks the source's active call; other numbers are inactive results; . = not tested or not shown. Rows are unselected (roughly 4% active in at least one column).

smiles	MsrA act	NRP1-CendR mod	SKN-1 block	MsrA inhibitor	FAS TE block	eLon inh	MT1-MMP act inh	Tb MetRS inh	PABP1 MLLE inh
COc1cccc(NC(=O)C2(C)CCN2C(=O)Cc2cccc3ccccc23)c1 (centres undefined)	2	-12	14	-1.6	11	2	-1	0.0	0
CC1(C)CC2CC(C)(CN2S(=O)(=O)c2cccc(C(=O)OCC(=O)NC(N)=O)c2)C1 (centres undefined)	-2	13	10	-0.7	-1	4	-3	-0.4	-74
COCCCNC(=O)Cn1cc(/C=C(\C#N)C(=O)NC2CC2)c2ccccc21	-5	-4	16	2.7	-7	-11	-4	-0.6	9
Cn1c(COc2ccccc2)nnc1SCC(=O)NCc1ccccc1	-1	4	-10	0.7	-8	-7	7	-0.9	-12
COc1ccc([C@H]2CC(=O)C=C(c3ccc(Oc4ccccc4)cc3)C2)cc1OC	-2	12	0	3.0	40	-7	4	0.2	5
COc1ccccc1-c1cnnc(N/N=C/c2ccc(-c3cccc(Br)c3)o2)n1	1	3	21	0.9	36	-4	5	-0.1	7
Cc1ccc(Nc2ncc(C(=O)NCCCN3CCN(C)CC3)c3ccccc23)cc1Cl	-2	0	12	1.9	2	-7	7	-0.9	-9
CS(=O)(=O)N(Cc1ccc(C(=O)NC2CCCC2)cc1)c1ccccc1	-4	11	6	-0.6	-6	-2	3	-0.1	9
CC(C)(C)OC(=O)C[C@@H]1C/C=C\C[C@H](CC(=O)N(CCO)Cc2ccccc2)C(=O)N[C@H](Cc2ccccc2)COC1=O	1	6	19	-0.7	-3	-3	0	0.1	10
Cc1ccc(-c2nn(-c3ccccc3)cc2C(=O)Nc2ccc(C(=O)O)cc2)cc1	-3	-9	4	2.4	2	2	3	0.6	7
CCOc1ccccc1Nc1nnc(SCC(=O)N(C)C2CCS(=O)(=O)C2)s1 (centres undefined)	-2	0	15	0.0	-3	3	-1	-0.4	-32
Cc1cccc(NS(=O)(=O)c2cc3c4c(c2)CC(=O)N4CCC3)c1C	-8	14	4	-0.8	-48	3	2	-0.7	2
Fc1ccc2nc(Nc3nc4c(s3)CCCC4)sc2c1	-2	-12	-5	1.0	7	-12	-10	-0.4	3
O=C(OCC(=O)N1CCC(Cc2ccccc2)CC1)c1cncc(Br)c1	-2	-2	1	0.0	24	-14	0	0.3	-37
C[C@H](CO)N1C[C@H](C)[C@@H](CN(C)Cc2ccc(-c3ccccc3)cc2)Oc2ccc(NC(=O)Cn3cnnn3)cc2C1=O	0	-17	-2	0.7	3	3	6	1.1	-3
C#Cc1ccc([C@@H]2C=C(C(=O)OCC=C)O[C@H](OCCCCO)C2)cc1	2	-6	11	-0.6	-3	-1	3	-0.4	6
CCOC(=O)c1c(NC(=O)c2cc3n(n2)C(C(F)(F)F)CC(c2ccccc2)N3)sc(C)c1C (centres undefined)	-3	-13	-2	0.1	0	1	1	-0.6	-5
COc1ccc(CCNC(=O)COc2ccc([N+](=O)[O-])cc2)cc1	-6	8	0	0.6	10	-1	1	0.4	6
COc1ccc(C(=O)N2CCCC(CO)C2)cc1OC1CCN(C(C)C)CC1 (centres undefined)	0	3	0	-1.7	-8	-9	1	0.0	4
Cc1ccc(Cn2c(=O)n(-c3ccccc3)c(=O)c3ccc(C(=O)NCc4ccco4)cc32)cc1	-11	-24	0	1.2	-3	-7	-3	-0.7	-2
COc1ccc(-c2[nH]ncc2-c2nc(C)cs2)c(O)c1	-12	-4	0	-0.2	-9	0	4	-0.8	0
COc1ccc(O)c(/C=N/NS(=O)(=O)c2ccc(C)cc2)c1	-3	-6	-4	1.4	-5	-5	5	-0.1	-70
COc1ccc(NC(=O)C#Cc2ccccc2)cc1OC	-3	8	-7	-0.5	-1	-9	9	-0.5	13
COc1ccc(S(=O)(=O)NC(C)C(=O)NCc2ccccn2)cc1Cl (centres undefined)	-1	8	6	-0.7	-2	-11	5	-0.2	-1
CCc1ccc(CNc2ccc3c(c2)ncn3C)cc1	1	-12	4	0.0	-6	3	5	-0.5	4
O=C(CNC(=O)c1ccccc1Br)N/N=C/c1ccc(O)cc1	-3	-2	-3	1.4	0	-2	-2	0.7	-7
O=C(CCCCCN1C(=O)CCC1=O)Nc1ccc(Br)cc1F	-3	3	-7	-0.1	-8	-3	3	-0.5	3
O=C(O)Cc1ccc(NC(=O)Nc2cccc3ccccc23)cc1	-4	-1	-3	-0.7	-5	-9	2	-0.3	4
C=CCn1cc(/C=C2\SC(N3CCOCC3)=NC2=O)c2ccccc21	-12	1	0	-0.8	3	10	2	-1.4	6
COc1ccc(C(=O)NCC(c2cccs2)N2CCc3ccccc32)c(OC)c1 (centres undefined)	-6	4	-7	-0.4	20	6	0	-0.5	-2

One compound at a time, from the list above. Screens in order: MsrA act, NRP1-CendR mod, SKN-1 block, MsrA inhibitor, FAS TE block, eLon inh, MT1-MMP act inh, Tb MetRS inh, PABP1 MLLE inh
Cc1cccc(NS(=O)(=O)c2cc3c4c(c2)CC(=O)N4CCC3)c1C reads -8, 14, 4, -0.8, -48, 3, 2, -0.7, 2
COc1ccc([C@H]2CC(=O)C=C(c3ccc(Oc4ccccc4)cc3)C2)cc1OC reads -2, 12, 0, 3.0, 40, -7, 4, 0.2, 5
C[C@H](CO)N1C[C@H](C)[C@@H](CN(C)Cc2ccc(-c3ccccc3)cc2)Oc2ccc(NC(=O)Cn3cnnn3)cc2C1=O reads 0, -17, -2, 0.7, 3, 3, 6, 1.1, -3
COc1cccc(NC(=O)C2(C)CCN2C(=O)Cc2cccc3ccccc23)c1 (centres undefined) reads 2, -12, 14, -1.6, 11, 2, -1, 0.0, 0

The listing picks up, repeating the 2 entries before the break.
smiles	MsrA act	NRP1-CendR mod	SKN-1 block	MsrA inhibitor	FAS TE block	eLon inh	MT1-MMP act inh	Tb MetRS inh	PABP1 MLLE inh
C=CCn1cc(/C=C2\SC(N3CCOCC3)=NC2=O)c2ccccc21	-12	1	0	-0.8	3	10	2	-1.4	6
COc1ccc(C(=O)NCC(c2cccs2)N2CCc3ccccc32)c(OC)c1 (centres undefined)	-6	4	-7	-0.4	20	6	0	-0.5	-2
Cn1c(=O)[nH]c(=O)c2c1nc(Br)n2CCSc1ncccn1	-10	3	3	0.5	-6	-1	1	-2.0	1
COc1cccc(NC(=O)c2sc3nc(N4CCOCC4)c4c(c3c2N)CCCC4)c1	-10	-8	-10	0.9	26	-5	-3	-0.9	8
Cc1oc(-c2ccccc2Cl)nc1CS(=O)CC(=O)NCc1ccc(Cl)cc1 (centres undefined)	-3	1	2	-0.7	8	-4	-2	-0.1	-2
CC(=O)N1CCCc2ccc(NS(=O)(=O)c3ccccc3)cc21	-8	2	1	1.0	-3	4	6	-0.7	1
CCOC(=O)c1sc(=NC(=O)c2ccc(Cl)s2)n(C)c1C	-7	6	2	2.2	6	-4	1	-0.6	-1
CC1(C)CC(=O)C=C(NCCN2CCN(C(=S)NC3CCCCC3)CC2)C1	-12	4	-3	-1.8	-3	-6	-1	-1.8	-133
COc1ccccc1CC1(C)NC(=O)N(CC(=O)Nc2cc(C)on2)C1=O (centres undefined)	0	-2	-19	0.4	-7	-2	-3	-0.1	-10
Cc1ccc(C2C3=C(CC(C)(C)CC3=O)N=C3c4ccccc4C(=O)C32)cc1 (centres undefined)	2	-20	8	1.9	15	6	-8	0.2	-12
O=C(CCc1ccc(S(=O)(=O)N2CCOCC2)cc1)Nc1ccccc1F	-1	-78	-11	-0.3	-4	9	-9	-0.3	24
Cc1cc(C)c(NC(=O)C2CCCN2CCO)c(C)c1 (centres undefined)	-1	7	20	-0.8	-6	6	2	-0.5	-4
COc1ccc(CN(C(=O)c2ccc(C)cc2)C2CCS(=O)(=O)C2)cc1 (centres undefined)	-3	1	5	0.5	-2	-1	1	-0.4	-11
Cn1c(=O)nc2n(Cc3ccccc3)c3cccc(Cl)c3cc-2c1=O	-2	15	6	-0.7	-5	1	1	-0.2	-105
CC(=O)Nc1ccc(CN2CCCC(C(=O)c3ccc(C(F)(F)F)cc3)C2)cc1 (centres undefined)	-1	-5	-8	-0.8	-5	-1	4	0.0	-1
CCOC(=O)C1CCN(Cc2nnc(-c3cccc(Br)c3)o2)CC1	-2	10	4	0.8	14	-2	-1	-0.4	6
Cc1cccc(N2CCN(C(=O)c3ccc4nc(-c5ccco5)c(-c5ccco5)nc4c3)CC2C)c1 (centres undefined)	2	-3	5	1.2	23	-4	4	0.2	12
CNC(=O)CN(c1cc(C)ccc1C)S(C)(=O)=O	-4	-7	13	-0.3	-3	11	-10	-0.4	-16
Cc1ccc(Nc2cc(C)nc3ccc(C)cc23)cc1	-4	21*	-12	2.5	-3	-8	2	-0.3	-11
O=S1(=O)CC(N2CCN(Cc3ccccc3F)CC2)CN1Cc1cn(Cc2ccccc2)nn1 (centres undefined)	-1	10	13	-0.8	-11	2	2	0.1	.
Cc1cc(Cl)c(OCCOCCN2CCCC(C)C2)c(Br)c1 (centres undefined)	-1	3	3	-1.0	-2	4	-4	-0.2	-3
COc1cc(/C=C/C(=O)N2CCN(C(=O)/C=C/c3cc(OC)c(OC)c(OC)c3)CC2)cc(OC)c1OC	-1	-2	-1	.	-2	-4	1	-0.4	1
Cc1ccccc1NC(=O)CSc1nnc(Cc2ccccc2)c(=O)n1N	-2	7	3	-0.4	-7	-6	-1	-0.3	15
Cc1cccc(NC(=O)CCCCCN2C(=O)[C@@H]3Cc4ccccc4CN3C2=O)c1	-4	4	-4	-0.1	-4	6	1	-0.5	5
COC(=O)c1sc(N)nc1C(C)(C)C	-2	1	5	-0.5	-9	3	3	-0.6	-11
CCOC(=O)c1c(NC(=O)CN(CC)CC)sc2c1CCC2	1	1	16	0.3	16	-5	-6	-0.1	15
Cc1ccc(C)c(NC(=S)N(C)CCO)c1	-3	10	-3	0.0	-4	-4	2	-0.3	10
COC(=O)c1ccc(NC(=O)c2ccccc2NS(C)(=O)=O)cc1	2	10	0	1.4	3	11	-4	-0.2	6
CCOCCCNC(=S)N1CCCN(c2nc3cc(C)ccc3cc2C#N)CC1	-3	12	7	-0.1	-6	-2	-1	-0.6	-106

With a hit mark in NRP1-CendR mod, among the entries above:
SMILES	MsrA act	NRP1-CendR mod	SKN-1 block	MsrA inhibitor	eLon inh	MT1-MMP act inh	Tb MetRS inh	PABP1 MLLE inh
Cc1ccc(Nc2cc(C)nc3ccc(C)cc23)cc1	-4	21*	-12	2.5	-8	2	-0.3	-11
